Source: PubChem BioAssay
RAD52 inh: RAD52 (human) annealing inhibition; P43351; recombinant RAD52 DNA annealing, FRET fluorescence; inhibition, % at 18.7 µM; 360,000 compounds, 0.46% hits; AID 651710;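 active means every replicate showing at least 50% inhibition; inconclusive means mean inhibition at least 50% but not in every replicate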
Target sequence (P43351 whole entry, looked up): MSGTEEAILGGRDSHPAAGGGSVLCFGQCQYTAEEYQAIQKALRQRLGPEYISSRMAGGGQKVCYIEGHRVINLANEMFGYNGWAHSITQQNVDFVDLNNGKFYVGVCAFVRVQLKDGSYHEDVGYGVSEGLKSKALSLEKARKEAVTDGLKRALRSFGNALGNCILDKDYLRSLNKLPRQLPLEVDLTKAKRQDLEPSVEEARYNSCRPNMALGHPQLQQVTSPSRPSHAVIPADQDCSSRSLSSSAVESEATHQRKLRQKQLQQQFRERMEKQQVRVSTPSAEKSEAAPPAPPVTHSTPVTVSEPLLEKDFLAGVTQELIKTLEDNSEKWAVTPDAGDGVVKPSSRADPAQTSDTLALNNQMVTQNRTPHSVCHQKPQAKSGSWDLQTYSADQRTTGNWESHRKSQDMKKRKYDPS
ERp5 block: ERp5 (human) disulfide isomerase inhibition; Q15084; ERp5 insulin aggregation, absorbance 650 nm, 90 min; inhibition, % at 9.99 µM; 350,000 compounds, 0.05% hits; AID 651711;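 active means mean replicate inhibition above about 25%, with every replicate also reaching it, limit read from the data, passing the limit was not always enough; inconclusive means only one of those two criteria met; inactive means neither criterion met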
Target sequence (Q15084 whole entry, looked up): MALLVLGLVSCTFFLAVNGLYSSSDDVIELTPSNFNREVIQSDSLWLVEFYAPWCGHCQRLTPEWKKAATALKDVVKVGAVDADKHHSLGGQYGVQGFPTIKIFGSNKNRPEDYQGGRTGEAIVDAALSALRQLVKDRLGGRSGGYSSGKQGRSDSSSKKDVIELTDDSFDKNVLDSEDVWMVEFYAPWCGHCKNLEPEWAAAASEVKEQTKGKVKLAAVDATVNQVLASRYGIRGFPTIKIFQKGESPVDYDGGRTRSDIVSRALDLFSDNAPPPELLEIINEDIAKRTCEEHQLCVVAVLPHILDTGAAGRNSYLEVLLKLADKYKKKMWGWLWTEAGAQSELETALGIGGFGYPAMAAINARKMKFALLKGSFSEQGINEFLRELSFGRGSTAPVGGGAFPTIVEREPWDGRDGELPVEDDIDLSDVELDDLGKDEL
E-selectin induc: induces E-selectin expression in human endothelial cells | HUVEC E-selectin immunofluorescence imaging; normalized: neutral wells 0, TNF-alpha wells 100 | 260,000 compounds, 0.37% hits | activation, % at 7.58 µM | AID 686992;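 active means mean E-selectin-positive cell signal at least 10% of the positive control, reached in at least 60% of replicates, without over 20% cell loss; inconclusive means no rule given, readout overlaps actives, possibly toxicity-flagged; inactive means the rest, including those meeting only one limit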;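 further: in these data hits start at about 27%; measured in HUVEC primary endothelial cells; signal is the percent of cells scored E-selectin positive by PE staining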
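Assay system: HUVEC primary endothelial cells. Input: 3,000 HUVEC seeded per well. Doses: one compound dose added by pin transfer. Read-out basis: % PE-positive cells. Benchmarks: TNF-alpha high, DMSO low. Detection: immunofluorescence imaging. Buffer or medium: EGM-2, gelatin.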
* = called active by the depositor; & = joins results of further samples. These rows are one share of the data; count on the stated rates, not on these rows.

How did Cc1cnc(CN(C)C(=O)c2cc(COc3c(F)cccc3F)on2)[nH]1 do in these assays?
RAD52 inh: -16; ERp5 block: 3; E-selectin induc: -0.1

Results for COc1ccc2c3c([nH]c2c1)[C@H](CO)N(Cc1ccc(Cl)cc1)CC31CN(S(C)(=O)=O)C1 ?
RAD52 inh: -26; ERp5 block: 5; E-selectin induc: -0.1

Results for O=C(CNC(=O)c1ccccc1)NCC(=O)OCC(=O)c1ccccc1 ?
RAD52 inh: -19; ERp5 block: inconclusive; E-selectin induc: -0.9

What do the screens show for `CCCNC(=O)N1CCC2(CC1)CN(C(=O)CC)[C@@H](CO)c1c2c2ccc(OC)cc2n1C`?
RAD52 inh: 14; ERp5 block: 2; E-selectin induc: -0.3

What do the screens show for `COc1ccc2c3c([nH]c2c1)[C@@H](CO)N(C(C)=O)CC31CCN(S(=O)(=O)c2cccs2)CC1`?
RAD52 inh: 11; ERp5 block: -6; E-selectin induc: -0.4

Results for O=C(C[C@@H]1CC[C@H](NC(=O)CC2CC2)[C@H](CO)O1)NCc1ccccc1 ?
RAD52 inh: -1; ERp5 block: -2; E-selectin induc: -0.1

How did CCC(=O)N1CC2(CCN(C(=O)NC(C)C)CC2)c2c(n(C)c3cc(OC)ccc23)[C@H]1CO do in these assays?
RAD52 inh: 3; ERp5 block: -4; E-selectin induc: 0.1

How did C/C=C/c1ccc([C@H]2[C@@H](CO)N(C(=O)c3cnccn3)C23CN(C(=O)C2CCC2)C3)cc1 do in these assays?
RAD52 inh: -11; ERp5 block: -4; E-selectin induc: 0.0

How did O=C(NC[C@H]1N[C@H](CO)[C@@H]1c1ccc(-c2cncnc2)cc1)C1CCCCC1 do in these assays?
RAD52 inh: -29; ERp5 block: -5; E-selectin induc: -0.2

What do the screens show for `C[C@@H]1CCCCO[C@H](CN(C)Cc2ccncc2)[C@@H](C)CN([C@H](C)CO)C(=O)c2cc(NC(=O)CCCCCC(=O)Nc3ccccc3N)ccc2O1`?
RAD52 inh: -6; ERp5 block: 4; E-selectin induc: -0.2

What do the screens show for `COc1cccc(CN2[C@@H]3CNC[C@H]2C3c2ccc(-c3ccc(C)cc3)cc2)c1` (some centres undefined)?
RAD52 inh: 40; ERp5 block: -2; E-selectin induc: 0.2

How did COc1ccc2c3c(n(C)c2c1)[C@H](CO)N(C(=O)C1CCCCC1)CC31CCN(C(=O)c2ccncc2)CC1 do in these assays?
RAD52 inh: 10; ERp5 block: 2; E-selectin induc: -0.1

How did COc1ccc2c3c([nH]c2c1)[C@@H](CO)N(Cc1ccccn1)CC31CCN(C(C)=O)CC1 do in these assays?
RAD52 inh: -164; ERp5 block: 2; E-selectin induc: 0.1

What do the screens show for `COCC(=O)N1CC2(CCN(S(C)(=O)=O)CC2)c2c(n(C)c3cc(OC)ccc23)[C@H]1CO`?
RAD52 inh: 4; ERp5 block: 3; E-selectin induc: -0.5

Results for O=C(c1cccc(F)c1)N1CC2(C1)[C@@H](c1ccccc1)[C@@H](CO)N2C(=O)C1CCCCC1 ?
RAD52 inh: -7; ERp5 block: -1; E-selectin induc: 4.0

Results for CCC(CC)C(=O)Nc1cccc(SC)c1 ?
RAD52 inh: -15; ERp5 block: -1; E-selectin induc: 0.0

Results for O=C(O)Cc1sc(Nc2ccc(Cl)cc2)nc1-c1cccs1 ?
RAD52 inh: -1; ERp5 block: 4; E-selectin induc: 8.7

What do the screens show for `N#C[C@@H]1[C@@H](c2ccccc2C2=CCCC2)[C@H](CO)N1C(=O)CN1CCOCC1`?
RAD52 inh: -20; ERp5 block: -15; E-selectin induc: -0.2

What do the screens show for `COc1ccc2c3c(n(C)c2c1)[C@@H](CO)N(C(=O)C1CCC1)CC31CN(C)C1`?
RAD52 inh: 5; ERp5 block: -1; E-selectin induc: -0.3

How did c1ccc2c(C(c3nnnn3-c3ccc4c(c3)OCCO4)N3CCCCC3)ccnc2c1 (centres undefined) do in these assays?
RAD52 inh: -18; ERp5 block: 4; E-selectin induc: 0.7

Results for O=C1CN(Cc2ccccc2)C[C@H]2[C@@H](c3ccc(-c4ccccc4)cc3)[C@H](CO)N12 ?
RAD52 inh: -3; ERp5 block: 10; E-selectin induc: 0.6

What do the screens show for `N#C[C@@H]1[C@H](c2ccccc2-c2ccccc2)[C@@H](CO)N1C(=O)Cc1ccccc1`?
RAD52 inh: -2; ERp5 block: 3; E-selectin induc: 0.1

Results for O=C1CN(Cc2ccccc2)C[C@@H]2[C@H](c3ccc(-c4ccccc4)cc3)[C@H](CO)N12 ?
RAD52 inh: -9; ERp5 block: 2; E-selectin induc: -0.3

What do the screens show for `O=C(CCN1CCCCC1)NCC[C@@H]1CC[C@H](NC(=O)C2CCCCC2)[C@H](CO)O1`?
RAD52 inh: -22; ERp5 block: 9; E-selectin induc: -0.1

Results for COc1ccc2c3c([nH]c2c1)[C@@H](CO)N(Cc1ccccc1F)CC31CCN(C)CC1 ?
RAD52 inh: 2; ERp5 block: -3; E-selectin induc: -0.4

What do the screens show for `CCS(=O)(=O)N1[C@H](CO)[C@@H](c2ccccc2)C12CN(C(=O)C1CCCC1)C2`?
RAD52 inh: -18; ERp5 block: -3; E-selectin induc: 0.0

How did COc1ccc2c3c(n(C)c2c1)[C@H](CO)N(C(=O)Cc1ccccc1)CC31CN(C)C1 do in these assays?
RAD52 inh: 11; ERp5 block: -2; E-selectin induc: 0.2

Results for O=C(c1ccc(F)cc1)N1CC(=O)N2[C@@H](CO)[C@H](c3ccc(C#CCC4CCCC4)cc3)[C@@H]2C1 ?
RAD52 inh: -16; ERp5 block: 2; E-selectin induc: 0.0

How did N#C[C@H]1[C@H](c2ccccc2-c2ccccc2F)[C@H](CO)N1C(=O)c1ccccn1 do in these assays?
RAD52 inh: -5; ERp5 block: 4; E-selectin induc: 0.1

What do the screens show for `COc1ccc2c3c([nH]c2c1)[C@H](CO)N(Cc1ccccn1)CC31CCN(C(C)=O)CC1`?
RAD52 inh: -156; ERp5 block: -2; E-selectin induc: -0.3

What do the screens show for `Cc1ccccc1S(=O)(=O)N1C[C@@H]2N[C@H](C1)C2c1ccc(-c2ccc(C(=O)N(C)C)cc2)cc1` (some centres undefined)?
RAD52 inh: 39&9; ERp5 block: 7&-1; E-selectin induc: -0.8&0.1

Results for C/C=C/c1ccc([C@H]2[C@@H](CO)N(C(C)=O)C23CN(C(=O)c2ccccc2)C3)cc1 ?
RAD52 inh: -26; ERp5 block: -1; E-selectin induc: -0.3

How did O=C(C1CCC1)N1CC(=O)N2[C@H](CO)[C@H](c3ccc(C#Cc4cccc(F)c4)cc3)[C@H]2C1 do in these assays?
RAD52 inh: -7; ERp5 block: -4; E-selectin induc: 0.1

How did COc1ccc2c3c([nH]c2c1)[C@@H](CO)N(C(C)=O)CC31CCN(C(=O)Nc2ccc(F)cc2)CC1 do in these assays?
RAD52 inh: -2; ERp5 block: 1; E-selectin induc: -0.6

Results for COCC(=O)N1CC2(CN(Cc3ccc(Cl)cc3)C2)c2c([nH]c3cc(OC)ccc23)[C@H]1CO ?
RAD52 inh: 11; ERp5 block: 3; E-selectin induc: 0.1

Results for CCCNCC1C(Oc2ccc(Cl)cc2Cl)C(=O)N1c1cccc(C)c1C (centres undefined) ?
RAD52 inh: -16; ERp5 block: -6; E-selectin induc: -0.1

What do the screens show for `O=C(NC1CCCC1)N1CC(=O)N2[C@H](C1)[C@H](c1ccc(/C=C/c3ccccc3)cc1)[C@@H]2CO`?
RAD52 inh: 9; ERp5 block: 6; E-selectin induc: 1.0

How did COc1ccc2c3c(n(C)c2c1)[C@H](CO)N(C(=O)CN(C)C)CC31CCN(C(=O)C2CCC2)CC1 do in these assays?
RAD52 inh: 25; ERp5 block: 3; E-selectin induc: -0.4

Results for O=C(c1cccnc1)N1CC2(C1)[C@H](c1ccccc1)[C@H](CO)N2Cc1ccc(Cl)cc1 ?
RAD52 inh: -31; ERp5 block: 8; E-selectin induc: -0.1

How did CCCNC(=O)N1CC2(CN(C)C2)c2c(n(C)c3cc(OC)ccc23)[C@H]1CO do in these assays?
RAD52 inh: -4; ERp5 block: 2; E-selectin induc: 0.2

What do the screens show for `COc1ccc2c3c([nH]c2c1)[C@H](CO)N(C(=O)CN(C)C)CC31CN(Cc2ccccc2)C1`?
RAD52 inh: 55*; ERp5 block: 3; E-selectin induc: -0.6

What do the screens show for `COCC(=O)N1CC2(CN(Cc3ccc(Cl)cc3)C2)c2c([nH]c3cc(OC)ccc23)[C@@H]1CO`?
RAD52 inh: 23; ERp5 block: 8; E-selectin induc: 0.3

Results for CCCNC(=O)N1CCC2(CC1)CN(C(C)=O)[C@H](CO)c1[nH]c3cc(OC)ccc3c12 ?
RAD52 inh: 3; ERp5 block: 6; E-selectin induc: 0.6

How did COc1cccc(CN2CC3(C2)CN(C(=O)C2CC2)[C@H](CO)c2[nH]c4cc(OC)ccc4c23)c1 do in these assays?
RAD52 inh: 15; ERp5 block: 9; E-selectin induc: 0.3

How did CCOCC(=O)Nc1ccc(C(=O)Nc2ccccc2Cl)cc1 do in these assays?
RAD52 inh: -1; ERp5 block: 1; E-selectin induc: 0.8

Continued, starting with the last 7 of the part before.
Results for O=C(c1cccnc1)N1CC2(C1)[C@H](c1ccccc1)[C@H](CO)N2Cc1ccc(Cl)cc1 ?
RAD52 inh: -31; ERp5 block: 8; E-selectin induc: -0.1

How did CCCNC(=O)N1CC2(CN(C)C2)c2c(n(C)c3cc(OC)ccc23)[C@H]1CO do in these assays?
RAD52 inh: -4; ERp5 block: 2; E-selectin induc: 0.2

What do the screens show for `COc1ccc2c3c([nH]c2c1)[C@H](CO)N(C(=O)CN(C)C)CC31CN(Cc2ccccc2)C1`?
RAD52 inh: 55*; ERp5 block: 3; E-selectin induc: -0.6

What do the screens show for `COCC(=O)N1CC2(CN(Cc3ccc(Cl)cc3)C2)c2c([nH]c3cc(OC)ccc23)[C@@H]1CO`?
RAD52 inh: 23; ERp5 block: 8; E-selectin induc: 0.3

Results for CCCNC(=O)N1CCC2(CC1)CN(C(C)=O)[C@H](CO)c1[nH]c3cc(OC)ccc3c12 ?
RAD52 inh: 3; ERp5 block: 6; E-selectin induc: 0.6

How did COc1cccc(CN2CC3(C2)CN(C(=O)C2CC2)[C@H](CO)c2[nH]c4cc(OC)ccc4c23)c1 do in these assays?
RAD52 inh: 15; ERp5 block: 9; E-selectin induc: 0.3

How did CCOCC(=O)Nc1ccc(C(=O)Nc2ccccc2Cl)cc1 do in these assays?
RAD52 inh: -1; ERp5 block: 1; E-selectin induc: 0.8

What do the screens show for `COc1ccc2c3c(n(C)c2c1)[C@@H](CO)N(C)CC31CCN(S(=O)(=O)c2cccs2)CC1`?
RAD52 inh: -6; ERp5 block: -2; E-selectin induc: 0.5

How did COc1ccc2c3c(n(C)c2c1)[C@H](CO)N(C(C)=O)CC31CCN(S(=O)(=O)c2ccccc2)CC1 do in these assays?
RAD52 inh: -4; ERp5 block: 0; E-selectin induc: -0.3

Results for O=C(C1CCOCC1)N1CC2(C1)[C@H](c1ccccc1)[C@@H](CO)N2Cc1ccccc1F ?
RAD52 inh: -1; ERp5 block: -5; E-selectin induc: 0.2

How did COc1ccc(NC(=O)N2CC3(C2)CN(C(=O)C2CCC2)[C@@H](CO)c2c3c3ccc(OC)cc3n2C)cc1 do in these assays?
RAD52 inh: 2; ERp5 block: -7; E-selectin induc: 0.8

How did COc1ccc2c3c(n(C)c2c1)[C@@H](CO)N(Cc1ccccc1F)CC31CCN(C(=O)C2CCC2)CC1 do in these assays?
RAD52 inh: -211; ERp5 block: -5; E-selectin induc: -0.1

How did CC(=O)N1CC(=O)N2[C@H](CO)[C@@H](c3ccc(-c4cccc(C(=O)N(C)C)c4)cc3)[C@@H]2C1 do in these assays?
RAD52 inh: -4; ERp5 block: 5; E-selectin induc: -0.1

What do the screens show for `CCC(=O)N1CC2(C1)CN(S(C)(=O)=O)[C@H](CO)c1[nH]c3cc(OC)ccc3c12`?
RAD52 inh: -6; ERp5 block: -2; E-selectin induc: 0.0

What do the screens show for `COc1cccc(CN2CC3(CN(C)C3)c3c(n(C)c4cc(OC)ccc34)[C@@H]2CO)c1`?
RAD52 inh: 12; ERp5 block: 1; E-selectin induc: 0.0

Results for COCC(=O)N1[C@H](C#N)[C@H](c2ccccc2C2=CCCCC2)[C@@H]1CO ?
RAD52 inh: -13; ERp5 block: 10; E-selectin induc: 0.2

Results for COCC(=O)N1CCC2(CC1)CN(S(C)(=O)=O)[C@@H](CO)c1[nH]c3cc(OC)ccc3c12 ?
RAD52 inh: 3; ERp5 block: 5; E-selectin induc: 0.0

What do the screens show for `COc1ccc2c3c([nH]c2c1)[C@H](CO)N(S(C)(=O)=O)CC31CN(C(=O)c2ccncc2)C1`?
RAD52 inh: -4; ERp5 block: -4; E-selectin induc: 1.4

What do the screens show for `COc1ccc2c3c(n(C)c2c1)[C@H](CO)NCC31CCN(Cc2ccc(-c3ccccn3)cc2)CC1`?
RAD52 inh: 82*; ERp5 block: 11; E-selectin induc: -0.5

How did COc1ccc2c3c(n(C)c2c1)[C@H](CO)N(C(=O)c1ccncc1)CC31CN(C)C1 do in these assays?
RAD52 inh: 20; ERp5 block: 5; E-selectin induc: -0.1

Results for CC(=O)N1CC2(C1)[C@@H](c1ccc(-c3ccc(C#N)cc3)cc1)[C@@H](CO)N2C(C)=O ?
RAD52 inh: -9; ERp5 block: 1; E-selectin induc: 0.2
